High-throughput results: PubChem, Broad Institute
RAD54 branch – RAD54 (human) branch migration inhibition; Q92698; RAD54 Holliday junction branch migration, FAM/BHQ fluorescence; inhibition, % at 10.4 µM; 0.14% of 360,000 active; AID 602329;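 active = mean normalized replicate activity at least 40 and at least half of replicates scoring 40 or more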;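 note: 0% = median of neutral control wells and 100% = median of positive control wells; inhibitors cause a drop in the FAM fluorescence signal; in these data hits start at about 50%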
esBAF inh – blocks esBAF chromatin remodeling in mouse ES cells; Bmi1-luciferase knock-in reporter, 24 h; 100% = twice the neutral-well signal; reporter increase, % at 12.5 µM; 2% of 350,000 active; AID 602393; in the data active = activation above about 40%;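 note: 0% = median of the plate's neutral control wells and 100% = double that signal; a rise in the Bmi1 reporter signal indicates esBAF inhibition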
ERp5 block – blocks human ERp5 reductase activity on insulin; ERp5 insulin aggregation, absorbance 650 nm, 90 min; 0.05% of 350,000 active; Q15084; inhibition, % at 9.99 µM;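 active = mean replicate inhibition above about 25%, with every replicate also reaching it, limit read from the data, passing the limit was not always enough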
Target sequence (Q15084 whole entry, looked up): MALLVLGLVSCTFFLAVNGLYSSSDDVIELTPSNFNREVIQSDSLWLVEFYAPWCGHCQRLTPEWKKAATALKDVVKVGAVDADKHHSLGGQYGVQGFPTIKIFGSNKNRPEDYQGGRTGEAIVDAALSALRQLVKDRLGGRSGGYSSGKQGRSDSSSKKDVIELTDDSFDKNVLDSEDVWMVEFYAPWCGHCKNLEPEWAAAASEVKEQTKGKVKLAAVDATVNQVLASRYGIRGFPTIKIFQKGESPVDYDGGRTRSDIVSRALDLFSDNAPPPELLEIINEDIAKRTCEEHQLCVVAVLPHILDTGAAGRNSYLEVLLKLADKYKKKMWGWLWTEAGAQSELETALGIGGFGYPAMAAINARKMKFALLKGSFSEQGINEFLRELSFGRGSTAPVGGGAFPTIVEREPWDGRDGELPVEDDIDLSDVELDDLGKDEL
XiGFP reactiv – activators of X-chromosome reactivation in mouse fibroblasts | XiGFP mouse fibroblasts, % GFP-positive cells imaging, 3 d; cells co-treated with 5-aza-dC sensitizer; scaled so ellipticine positive control = 100% | activation, % at 7.58 µM | 0.055% of 360,000 active | AID 743238;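 active = mean normalized replicate activation at least 10% and every replicate at or above 10%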;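 note: 0% = median of on-plate neutral control wells and 100% = ellipticine 6 µM median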
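Material: XiGFP fibroblasts, SV40-immortalized. Buffer or medium: DMEM plus 5-aza-dC sensitizer. Compound: single concentration per compound, delivered by pin transfer. Times: 3 days compound exposure. Controls: ellipticine 6 µM.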
ERAP1 HTS inh – blocks human ERAP1 aminopeptidase activity | 0.15% of 340,000 active | Q9NZ08 | recombinant ERAP1, Leu-AMC fluorescence, 60 min | inhibition, % at 10.7 µM | AID 652197;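 active = mean replicate inhibition of at least 30%, or all replicates individually reaching that 30% level; inactive = mean below 30% and not every replicate reaching it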;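 note: 0% = neutral control wells and 100% = L-leucinethiol positive control wells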
RAD52 inh – RAD52 (human) annealing inhibition; P43351; recombinant RAD52 DNA annealing, FRET fluorescence; inhibition, % at 18.7 µM; 0.46% of 360,000 active; AID 651710;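 active = every replicate showing at least 50% inhibition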
E-sel inducer – E-selectin induction on HUVECs; AID 686992; HUVEC E-selectin immunofluorescence imaging; normalized: neutral wells 0, TNF-alpha wells 100; 0.37% of 260,000 active; P16581; activation, % at 7.58 µM;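 active = mean E-selectin-positive cell signal at least 10% of the positive control, reached in at least 60% of replicates, without over 20% cell loss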;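 note: in these data hits start at about 27%; measured in HUVEC primary endothelial cells; signal is the percent of cells scored E-selectin positive by PE staining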
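Test system: HUVEC; input: 3,000 HUVEC/well; measured by: immunofluorescence imaging; read-out: % PE-positive cells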
S100A4 inh HTS – S100A4-myosin IIA interaction inhibition; P26447; S100A4/TAMRA-MyoIIA peptide fluorescence polarization; inhibition, % at 10.7 µM; 0.14% of 360,000 active;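 active = mean inhibition of at least 70% across replicates, with every replicate also reaching that level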
Target sequence (P26447 whole entry, looked up): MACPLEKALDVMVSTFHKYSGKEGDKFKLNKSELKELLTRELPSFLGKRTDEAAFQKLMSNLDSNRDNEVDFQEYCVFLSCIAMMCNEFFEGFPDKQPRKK
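Material: S100A4 monomer protein / Buffer or medium: 50 mM HEPES pH 7.2, 10 mM CaCl2, 100 mM KCl / Times: 5 min incubation before reading / Benchmarks: neutral control DMSO, positive control TFP / Reagent: labelled myosin peptide probe, 5 nM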
Numbers without * were called inactive; . = no result given. Rows are unselected; about 2.5% have a hit in one of these screens.

SMILES	RAD54 branch	esBAF inh	ERp5 block	XiGFP reactiv	ERAP1 HTS inh	RAD52 inh	E-sel inducer	S100A4 inh HTS
COc1ccccc1C(=O)NC(=O)COc1ccc([N+](=O)[O-])cc1	-4	.	-4	0.0	0	1	0.5	0
COc1ccc(NC2=NC(C)(CO)CS2)cc1 (stereo unspecified)	4	11	3	0.1	0	-8	-0.4	3
COc1ccccc1/C=C/C(=O)NC(=S)N(C)C1CCCCC1	9	1	4	.	1	-7	.	-4
CCn1c(CCCc2ccc(OC)c(C)c2)n[nH]c1=S	1	-2	3	0.0	.	-7	0.5	-3
O=c1[nH]c(/C(Cl)=C/c2c(F)cccc2Cl)nc2cc(Cl)ccc12	-11	.	5	0.0	-2	-39	.	3
CCc1cccc(C)c1NC(=O)CNCc1ccccc1	.	.	-9	0.0	-1	-12	.	-4
O=C(C(=O)N1CCC(CNC(=O)c2cccnc2Cl)CC1)c1cccs1	.	.	-12	0.1	0	-14	-0.1	33
O=C(O)c1cccnc1SC1CC(=O)N(CCc2ccccc2)C1=O (stereo unspecified)	5	-1	3	.	-3	1	.	2
C[C@H]1CN([C@@H](C)CO)C(=O)c2cccc(NC(=O)C3CCCCC3)c2O[C@@H]1CN(C)C(=O)Nc1ccccc1	-18	0	-1	-0.5	-2	-4	-0.1	0
COc1ccc(CCN2CC(C(=O)NCc3c(C)n[nH]c3C)CCC2=O)cc1 (stereo unspecified)	-11	.	-3	0.1	3	-8	-0.1	6

Individual results from above.
Value of `COc1ccccc1C(=O)NC(=O)COc1ccc([N+](=O)[O-])cc1` in RAD52 inh: 1
Value of `O=C(C(=O)N1CCC(CNC(=O)c2cccnc2Cl)CC1)c1cccs1` in ERp5 block: -12
Value of `COc1ccccc1/C=C/C(=O)NC(=S)N(C)C1CCCCC1` in RAD52 inh: -7

More compounds:
SMILES	RAD54 branch	esBAF inh	ERp5 block	XiGFP reactiv	ERAP1 HTS inh	RAD52 inh	E-sel inducer	S100A4 inh HTS
Cc1ccccc1-c1ccc([C@H]2[C@H](CO)N3C(=O)CN(C(=O)c4ccncc4)C[C@@H]23)cc1	.	.	-2	0.0	0	-3	0.3	-2
NC(=O)c1ccc[n+](CC(=O)c2ccc(NC(=O)c3ccccc3)cc2)c1	-6	0	3	0.2	3	1	.	-5
C/C=C/c1ccc(OCC(=O)OCC)c(OC)c1	2	-2	-2	0.6	-2	-1	.	-2
Cc1ccc(-c2nc3ccc(Br)cn3c2Cc2cccc(F)c2)cc1	1	51*	3	0.1	.	-43	-0.1	3
CC(=O)c1cccc(-c2cnc3c(NC=O)cc(-c4ccc(N(C)C)cc4)cn23)c1	-1	7	-9	0.0	-1	-48	-0.2	-12
O=C(O)c1ccccc1NS(=O)(=O)c1ccccc1C(F)(F)F	3	7	-2	.	-6	3	.	0
CCOC(=O)c1ccc2nc(Nc3nc4ccc(F)cc4s3)sc2c1	.	.	3	0.0	2	-9	0.3	6
O=C(COc1cccc2ccccc12)N/N=C/c1ccco1	2	-4	6	0.2	2	-2	.	-13
COc1ccc(-c2[nH]ncc2CNC(C)c2ccccc2Cl)cc1F (stereo unspecified)	.	-8	1	0.6	.	-26	0.0	0
COc1ccc(NC(=O)CN2C(=O)NC(c3ccccc3)(c3ccccc3)C2=O)cc1	-7	2	-2	0.3	1	-11	-0.2	0
O=C(O)c1cc(NS(=O)(=O)c2cccc3nsnc23)cc(C(=O)O)c1	5	-5	0	0.1	-3	-16	0.0	1
C[C@@H]1CN([C@@H](C)CO)C(=O)c2cc(-c3ccc(F)cc3)cnc2O[C@H]1CN(C)C(=O)C1CCC1	-1	4	6	-0.9	-3	3	1.2	0
C[C@@H]1CN([C@@H](C)CO)C(=O)c2c(c3ccccc3n2C)-c2ccccc2CO[C@@H]1CN(C)S(=O)(=O)c1cccs1	-3	-4	4	-0.8	-4	4	-3.8	15
Cc1c(Nc2ncnc3nc[nH]c23)c(=O)n(-c2ccccc2)n1C	-12	-4	4	0.1	0	-13	0.4	9
Cc1ccc(S(=O)(=O)NCCNC(C)c2ccc(Br)cc2)cc1 (stereo unspecified)	-12	0	4	-0.1	0	-13	-0.8	-3
O=C(CN1CCOCC1)NCC[C@H]1CC[C@@H](NC(=O)Nc2ccc(Cl)cc2)[C@H](CO)O1	-5	-4	1	-0.4	1	-4	-0.1	-1
COc1ccccc1NC(=O)C(C)OC(=O)CCC1CCCCC1 (stereo unspecified)	-1	3	3	0.2	-3	-4	-0.4	-10
O=C1O[C@@H](c2ccccc2)[C@@H](c2ccccc2)N2[C@@H](c3ccccc3OCCO)[C@]3(C(=O)Nc4ccc(C#CC5(O)CCCCCC5)cc43)[C@@H](C(=O)N3CCCCCCC3)[C@H]12	13	.	2	.	-1	7	.	5
CCOc1ccc(-c2c(C(=O)N/N=C/c3c[nH]c4ccccc34)nnn2-c2nonc2N)cc1	9	7	7	0.0	0	-8	.	0
C[C@@H]1CN([C@H](C)CO)C(=O)c2cccc(NS(C)(=O)=O)c2O[C@H]1CN(C)S(=O)(=O)c1ccccc1	5	2	-10	1.1	-1	10	-0.1	8
COCCCNC(=O)[C@@]1(CCS(=O)(=O)c2ccccc2)N=C(c2ccc(OCCCO)cc2)O[C@H]1c1ccccc1	-24	.	2	.	3	15	.	8
CC(C)NC(=O)N(C)C[C@H]1OCCCC[C@@H](C)Oc2ccc(NS(=O)(=O)c3ccc(Cl)cc3)cc2C(=O)N([C@H](C)CO)C[C@@H]1C	-1	-6	2	-0.1	0	27	0.0	6
O=C(CCCCC(=O)NN=Cc1ccc2c(c1)CCC2)NN=Cc1ccc2c(c1)CCC2	3	9	-4	0.0	0	-8	-0.1	-3
CCN1CCCC(CO)(Cc2ccccc2)C1 (stereo unspecified)	.	.	2	0.0	0	-21	4.9	-1
C/C(=N\NC(=O)c1ccc2c(c1)OCO2)c1ccc(C(=O)O)s1	.	.	-2	0.0	-6	-5	-4.4	-17
COc1ccc(-c2cc(C)no2)cc1S(=O)(=O)N1CCN(c2ccc([N+](=O)[O-])cc2)CC1	.	0	-2	-0.1	-1	-13	.	-1
CC1=C(C(=O)N2CCOCC2)CC(CC(=O)NCc2ccco2)C(=O)N1CCC1=CCCCC1 (stereo unspecified)	5	4	6	0.2	.	-12	1.6	6
Cc1cccc(S(=O)Cc2ccc(C(=O)N3CCOCC3)o2)c1 (stereo unspecified)	9	1	-3	0.0	-2	8	.	-4
COc1cc(CN2CC3(CN(C(=O)NC(C)C)C3)c3c(n(C)c4cc(OC)ccc34)[C@@H]2CO)cc(OC)c1	.	.	1	0.0	-4	-21	-0.2	0
O=C1NC[C@H](c2ccccc2)OC(=O)[C@H](Cc2ccc(F)cc2)C/C=C\C[C@@H]1CC(=O)N(CCO)Cc1ccccc1	4	4	4	-0.1	14	-13	0.0	-1

The last two compounds of the section above are carried over, then new ones follow.
SMILES	RAD54 branch	esBAF inh	ERp5 block	XiGFP reactiv	ERAP1 HTS inh	RAD52 inh	E-sel inducer	S100A4 inh HTS
COc1cc(CN2CC3(CN(C(=O)NC(C)C)C3)c3c(n(C)c4cc(OC)ccc34)[C@@H]2CO)cc(OC)c1	.	.	1	0.0	-4	-21	-0.2	0
O=C1NC[C@H](c2ccccc2)OC(=O)[C@H](Cc2ccc(F)cc2)C/C=C\C[C@@H]1CC(=O)N(CCO)Cc1ccccc1	4	4	4	-0.1	14	-13	0.0	-1
O=C(c1ccccn1)N1C[C@H]2[C@@H](c3ccccc31)[C@@H](CO)N2C(=O)C1CC1	-7	-2	-6	0.0	-1	-17	0.1	-6
CC1CCCC(NC(=O)C2CCN(C(=O)Nc3ccccc3)CC2)C1C (stereo unspecified)	5	.	-1	0.1	5	-9	.	-20
COc1cccc(-c2cc(NC(C)=O)c3ncc(-c4ccc(OC)c(OC)c4)n3c2)c1	2	1	2	0.0	5	-93	0.1	-3
CCc1nc2c(OCc3cc(Cl)cc(Cl)c3)cccn2c1N(C)C(=O)c1ccc(OC)cc1	1	-4	-2	0.0	2	22	0.0	-1
CCOc1ccc(Nc2nc(Cc3nnc(SCC(N)=O)o3)cs2)cc1	4	-19	-1	.	2	-10	.	-6
CC(C#N)OC(=O)c1cccnc1SCC(=O)Nc1ccc2c(c1)OCO2 (stereo unspecified)	-5	31	-3	0.2	1	-30	0.4	-10

Compound profiles, from the list above. Order of screens: RAD54 branch | esBAF inh | ERp5 block | XiGFP reactiv | ERAP1 HTS inh | RAD52 inh | E-sel inducer | S100A4 inh HTS
CC(C#N)OC(=O)c1cccnc1SCC(=O)Nc1ccc2c(c1)OCO2 (stereo unspecified) as listed: -5 | 31 | -3 | 0.2 | 1 | -30 | 0.4 | -10
O=C(c1ccccn1)N1C[C@H]2[C@@H](c3ccccc31)[C@@H](CO)N2C(=O)C1CC1 as listed: -7 | -2 | -6 | 0.0 | -1 | -17 | 0.1 | -6
CC1CCCC(NC(=O)C2CCN(C(=O)Nc3ccccc3)CC2)C1C (stereo unspecified) as listed: 5 | . | -1 | 0.1 | 5 | -9 | . | -20
CCOc1ccc(Nc2nc(Cc3nnc(SCC(N)=O)o3)cs2)cc1 as listed: 4 | -19 | -1 | . | 2 | -10 | . | -6
COc1cccc(-c2cc(NC(C)=O)c3ncc(-c4ccc(OC)c(OC)c4)n3c2)c1 as listed: 2 | 1 | 2 | 0.0 | 5 | -93 | 0.1 | -3
